Bioassay records from PubChem BioAssay.
Cneo AK release = Cryptococcus neoformans cell lysis inducers, primary screen, AK release luminescence, single concentration; C. neoformans lysis, adenylate kinase release luminescence, 4 h; normalised: neutral wells 0, clomiphene wells 100; AID 651654, 2012; lysis activity, % at 15 µM; 360,000 tested, 0.2% active;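 active = mean lysis activity across replicates of at least 80%, whatever share of replicates individually reach that level; inactive = mean lysis activity below 80%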
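Test system: log-phase Cryptococcus neoformans yeast cells; Quantity: yeast cell density of 5 × 10^6 cells/mL; Buffer or medium: YPD; Doses: single compound concentration per well; Timing: 4 h at 37 °C static, read 1 h later; Measured by: AK luminescence; Read-out basis: lysis from increased AK signal; Control set: Clomiphene as positive control.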
PglD DTNB = C. jejuni PglD acetyltransferase inhibitors, primary screen, biochemical, DTNB colorimetric, single point | UDP-N-acetylbacillosamine N-acetyltransferase PglD (Campylobacter jejuni) | inhibition, % at 12.5 µM | AID 602405, 2012 | purified PglD enzyme, DTNB colorimetric CoA detection | 360,000 tested, 0.098% active; in the data active = inhibition above about 16%, passing the limit was not always enough; note: strong numbers were not always called active
Statin myotox sup = suppressors of statin myotoxicity in C2C12 myotubes, primary screen, cell-based, single point, plate reader. 330,000 tested, 0.78% active. AID 602340, 2012. C2C12 myotubes + simvastatin, ATP luminescence, 48 h; scaled: DMSO 0, geranylgeraniol control 100. rescue of ATP level, % at 7.49 µM;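 active = mean ATP rescue above about 67%, or every replicate alone reaching that limit, limit read from the data, passing the limit was not always enough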;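 note: myotubes were challenged with 10 µM simvastatin during compound exposure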
FN deposit inh = inhibitors of fibronectin matrix deposition, primary screen, AH1F cells, Alexa488-fibronectin fluorescence, plate reader. AH1F fibroblasts, overnight. inhibition, % at 12.6 µM. 350,000 tested, 0.086% active. AID 743247, 2014;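 active = mean inhibition across replicates of 30% or more, regardless of how many single replicates reach that level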;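 note: positive control wells lacked labelled fibronectin entirely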
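Schedule: 1 h cell adhesion before compound, then overnight fibronectin incubation; test system: AH1F fibroblast monolayer depositing Alexa488-labelled fibronectin into matrix; quantity: 10000 AH1F cells per well; probe or stimulus: fluorescent fibronectin at 24 nM final; signal: fluorescence, ex 485 nm, em 525 nm; evaluation: percent inhibition as loss of matrix-bound fibronectin fluorescence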
miR122 inh = miR-122 Renilla sensor signal increase in Huh7, primary screen, miR-122 inhibitor project, cell-based, single point, plate reader; 340,000 tested, 0.3% active; activation (reporter increase), % at 12.5 µM; AID 602342, 2012; Huh7 miR-122 Renilla luciferase sensor, 48 h; neutral wells = 0, positive control = 100;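 active = mean replicate activation score at least 90 and every replicate individually at or above 90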;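 note: higher luciferase means less miR-122 activity so hits act as miR-122 inhibitors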
PGC1a acetyl inh = inhibitors of PGC1a acetylation signal, primary screen, cell-based, U2OS, AlphaScreen, inhibitor mode | AlphaScreen anti-acetyl-lysine; with virally co-expressed GCN5 acetyltransferase | inhibition, % at 15.6 µM | 350,000 tested, 0.17% active;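 active = every replicate shows inhibition of at least 40%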;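 note: 0% = neutral control wells and 100% = positive control wells; some results beyond the cut were filed as inactive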
F508del corr = F508del CFTR correction, initial screen, CFBE line, single point; 350,000 tested, 0.36% active; AID 720511, 2013; activity (quench increase), % at 7.58 µM; CFBE cells, YFP halide quenching; stimulated with forskolin plus potentiator P3; % fluorescence drop versus neutral controls;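 active = mean added fluorescence quench of at least 8% versus neutral control, with both replicates also reaching 8%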;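 note: cells transiently co-express mutant CFTR-F508del with the halide-sensitive YFP; corrector assay measuring rescue of mutant channel to the surface after 24 h compound exposure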
INS-1E GSIS act = GLuc luminescence reporter in INS-1E cells, primary screen for activators of glucose-dependent secretion of insulin; INS-1E GLuc reporter insulin secretion, 2-3 h; 370,000 tested, 0.61% active; activation, % at 16.6 µM;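 active = lowest replicate activation of at least 40%, so every replicate reaches that level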;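 note: 0% = median of neutral control wells and 100% = median of IBMX positive control wells; some compounds called inactive have numbers as strong as hits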
Numbers without * were called inactive; · = not tested or not shown; & = joins results of further samples; [ ] = another dose, or the depositor's remark.

SMILES	Cneo AK release	PglD DTNB	Statin myotox sup	FN deposit inh	miR122 inh	PGC1a acetyl inh	F508del corr	INS-1E GSIS act
COc1ccccc1C(O)c1ncc(-c2ccc(Cl)cc2)[nH]1 (stereo unspecified)	0	-6	-2	-4	1	-3	1.0	-5
COCC(=O)N1C[C@@H]2[C@H](c3ccccc31)[C@H](CO)N2Cc1cc(F)ccc1F	-5	-3	24	-8	13[16.7 µM]	2	0.7	12
Cc1oc(-c2ccccc2Cl)nc1CS(=O)(=O)CC(=O)NC(C)c1ccccc1 (stereo unspecified)	-2	-2	-4	-13	-7	·	-2.7	·
CCOC(=O)c1nnn(CC(=O)Nc2ccccc2)c1C(=O)OCC	·	·	3	7	-8	11	·	8
CCOc1ccc(S(=O)(=O)N2CCC(C(=O)N3CCN(Cc4ccccc4)CC3)CC2)cc1	1	6	·	-6	·	-6	-0.7	-25
COC(=O)CN1C(=O)[C@H]2[C@@H](c3ccc(C)o3)N3C(=O)CN(Cc4ccccn4)C(=O)[C@@]3(Cc3ccccc3)[C@H]2C1=O	1	-3	6	1	10	1	-0.2	·
Cc1cc(C(C)(C)C)oc1C(=O)N1CCN(C(=O)c2oc(C(C)(C)C)cc2C)CC1	-1	0	0	·	-2	-6	·	·
CC1(C(=O)NCc2ccc(Cl)cc2)CCN1C(=O)Cc1cccc2ccccc12 (stereo unspecified)	-1	1	17	2	-3	-2	-3.2	-33
CN1C[C@H]2[C@@H](c3ccccc31)[C@@H](CO)N2C(=O)Nc1cccc(F)c1	4	-2	34	·	14[16.7 µM]	7	1.3	1
O=C(Nc1cccc(F)c1)Nc1ccnn1C1CCN(C(=O)c2ccccn2)CC1	2	-2	·	-6	4	0	-1.4	-10
CN(C(=O)CN1C(=O)NC(C)(c2cccc(Br)c2)C1=O)C1CCCCC1 (stereo unspecified)	-2	-3	-4	-10	-7	1	1.0	-7
c1ccc(CN2CCN(CCCNc3ccc4nnc(-c5ccccc5)n4n3)CC2)cc1	2	3	-9	·	-12	-12	·	·
OCCC1CN(Cc2nc3c(s2)CCCC3)CCN1Cc1ccccc1 (stereo unspecified)	-3	2	9	1	-4	-3	2.3	-8
CCCN1C[C@@H](C)[C@@H](OC)CN(C)C(=O)c2ccc(NC(=O)Nc3cccc(OC)c3)cc2OC[C@@H]1C	-5	3	5	-16	·	-3	3.9	-5
COc1ccccc1OCC(=O)Nc1ccc(S(=O)(=O)Nc2cc(C)on2)cc1	7	-3	1	-1	0	·	0.2	7
COC(=O)N(C)C[C@H]1OCc2ccccc2-c2ccccc2C(=O)N([C@@H](C)CO)C[C@@H]1C	-2	0	17	-5	·	8	1.7	1
Oc1ccccc1-c1cc(-c2ccco2)[nH]n1	-6	-1	-12	-8	12	10	·	·
O=C(C[C@H]1C=C[C@@H](NC(=O)C2CC2)[C@@H](CO)O1)Nc1nccs1	3	0	3	3	·	2	1.3	5
Cc1noc(C)c1S(=O)(=O)Nc1ccc2c(c1)C(=O)N([C@@H](C)CO)C[C@H](C)[C@H](CN(C)C(=O)Nc1ccccc1)O2	-1	-1	·	·	-3[16.7 µM]	-2	-2.7	-3
COc1ccc2c(c1)CCC/C2=N\NC(=O)c1ccoc1C	-2	-2	·	6	-5	8	0.5	·
Cc1cc(C)nc(N/N=C/c2ccccc2)n1	·	·	·	·	9	8	-1.8	9
CC(NC(=O)CCCn1cc([N+](=O)[O-])cn1)c1ccccc1 (stereo unspecified)	-1	-164	5	1	-3	7	-0.6	-2
Cc1oc(-c2ccc(F)cc2)nc1CN1CCCC(C(=O)N2CCOCC2)C1 (stereo unspecified)	-1	-1	20	9	-6	8	0.1	17
N#Cc1cccc(C#N)c1NCC1CCCO1 (stereo unspecified)	-2	6	2	-3	·	43*	2.7	0
C[C@H](CO)N1C[C@H](C)[C@H](CN(C)CC2CC2)Oc2c(NC(=O)c3ccc(-c4nccs4)cc3)cccc2C1=O	·	·	·	14	·	3	0.0	8

The listing continues.
SMILES	Cneo AK release	PglD DTNB	Statin myotox sup	FN deposit inh	miR122 inh	PGC1a acetyl inh	F508del corr	INS-1E GSIS act
C[C@@H]1CN([C@@H](C)CO)C(=O)c2cccc(NC(=O)CCCCCC(=O)Nc3ccccc3N)c2O[C@@H]1CN(C)S(=O)(=O)c1ccc(Cl)cc1	·	·	-95	-9	-5[16.7 µM]	2	1.5	-27
Cc1ccccc1OCC(O)Cn1c2ccccc2c2ccccc21 (stereo unspecified)	1	-3	-6	·	2	0	1.4	-18
O=C(c1cccc(F)c1)N1CCCCN2[C@H](C1)[C@H](c1ccc(-c3ccc(F)cc3)cc1)[C@@H]2CO	1	-2	·	·	14[16.7 µM]	7	0.0	·
O=C(C1CCOCC1)N1C[C@H]2[C@@H](c3ccccc31)[C@H](CO)N2C(=O)c1ccccc1	-3	0	-9	·	19[16.7 µM]	5	-3.9	6
COc1cc(C(=O)c2ccccc2Cl)c([N+](=O)[O-])cc1OC	-1	4	-4	-5	-9	·	0.8	9
O=C(N/C=N/OCc1cccc(C(F)(F)F)c1)N1OC[C@@H]2COc3ccc4ccccc4c3[C@@H]21	-1	4	-7	·	-3	0	·	·
COc1ccc(N2CCN(C(CNC(=O)c3ccco3)c3ccco3)CC2)cc1 (stereo unspecified)	-2	-2	1	9	-5	·	0.5	3
C[C@H](CO)N1C[C@H](C)[C@H](CN(C)Cc2ccccc2F)Oc2cc(C3=CCCCC3)ccc2S1(=O)=O	3	-7	-5	·	·	-16	0.2	-7
CCCC(C(=O)NC1CCCCC1)N(Cc1ccco1)C(=O)CNS(=O)(=O)c1ccccc1 (stereo unspecified)	2	-4	25	·	1	8	·	·
Cc1csc(CNC(=O)C2CCC(=O)N(CCc3cccc(F)c3)C2)n1 (stereo unspecified)	1	-3	-9	2	·	·	2.4	2
N#Cc1nc(COc2cccc(Cl)c2)oc1NCc1ccco1	-1	-4	3	-1	-2	-11	-3.0	-2
CCn1c(SCC(=O)c2ccccc2)nnc1-c1cccs1	1	-3	0	-8	2	·	·	·
O=C(C[C@@H]1CC[C@H]2NC[C@@H](O)COC[C@@H]2O1)NC1Cc2ccccc2C1	2	-2	-29	-21	-4[16.7 µM]	1	1.6	11
COCCn1nnnc1C(c1cccs1)N1CCN2CCCC2C1 (stereo unspecified)	·	·	7	-18	2	-3	2.4	6
O=C(C[C@H]1CC[C@H]2[C@@H](COC[C@H](O)CN2C(=O)c2ccncc2)O1)NCc1cccc(F)c1	-5	2	-19	-7	0[16.7 µM]	-3	-1.8	1
Cc1ccc(-c2cc(Cc3cccs3)c(=O)[nH]n2)cc1	0	-3	·	-10	-2	7	1.4	27
C=CCN(CC=C)C(=O)Nc1cc(Cl)ccc1OC	4	-5	·	·	-1	6	·	·
COc1cc(/C=N/Nc2nc(=O)[nH]nc2C)cc([N+](=O)[O-])c1O	·	·	·	-4	·	-4	2.8	-28
CC(=O)Nc1ccc(S(=O)(=O)NNC(=O)COc2ccc(C(C)(C)C)cc2)cc1	0	1	17	·	30	-4	·	·
COC(=O)[C@@H]1[C@@H](CO)[C@@H]2Cn3c(ccc(-c4ccc(F)cc4)c3=O)[C@@H]2N1Cc1ccccn1	-1	3	-44	·	5[16.7 µM]	·	-2.1	2
CNC(=S)NNC(=O)c1cccs1	·	·	3	9	·	·	-1.4	1
CC(NCCc1ccc(O)cc1)C(O)c1ccc(O)cc1 (stereo unspecified)	2	0	24	1	-5	17	3.5	10
COc1ccc(NC(=O)Nc2cccc3c2O[C@@H](CN(C)S(=O)(=O)c2ccccc2)[C@H](C)CN([C@@H](C)CO)C3=O)cc1	2	-1	3	·	5[16.7 µM]	5	-0.9	10
COC(=O)c1cnn(-c2nc3c(C)cccc3s2)c1C	-2	2	7	·	·	·	·	39
CCOC(=O)CSc1nnc(Cc2ccccc2)n1Cc1ccco1	-3	3	·	5	-4	7	·	·

Looked up by structure from the list above, three records:
SMILES	Cneo AK release	PglD DTNB	Statin myotox sup	FN deposit inh	miR122 inh	PGC1a acetyl inh	F508del corr	INS-1E GSIS act
O=C(N/C=N/OCc1cccc(C(F)(F)F)c1)N1OC[C@@H]2COc3ccc4ccccc4c3[C@@H]21	-1	4	-7	·	-3	0	·	·
Cc1ccc(-c2cc(Cc3cccs3)c(=O)[nH]n2)cc1	0	-3	·	-10	-2	7	1.4	27
C=CCN(CC=C)C(=O)Nc1cc(Cl)ccc1OC	4	-5	·	·	-1	6	·	·

Continuation:
SMILES	Cneo AK release	PglD DTNB	Statin myotox sup	FN deposit inh	miR122 inh	PGC1a acetyl inh	F508del corr	INS-1E GSIS act
Cc1cc(C)cc(C(=O)Nc2nnc(SCC(=O)NCC3CCCO3)s2)c1 (stereo unspecified)	-2	-7	0	3	·	·	1.9	0
CCc1nc2ccc(C(=O)Nc3nnc(C)s3)cc2nc1CC	·	·	·	9	·	4	6.0	9
C[C@@H]1CCCCO[C@@H](CN(C)C(=O)Cc2ccccc2)[C@H](C)CN([C@@H](C)CO)C(=O)c2cc(NS(=O)(=O)c3ccc(Cl)cc3)ccc2O1	0	3	·	0	-10[16.7 µM]	-16	1.1	-10
Cc1cccc(NC(=O)C(=O)NCC2CCCN2S(=O)(=O)c2cccs2)c1 (stereo unspecified)	0	2	4	2	-2	5	1.0	·
COc1ccc(NC(=O)N2C[C@@H]3[C@H](c4ccccc42)[C@H](CO)N3C(=O)C2CCCCC2)cc1	0	3	19	-8	-12[16.7 µM]	2	-1.3	-4
COc1cc(C(=O)N(Cc2cc3cc(C)ccc3[nH]c2=O)CC2CCCO2)cc(OC)c1OC (stereo unspecified)	3	-1	-3	0	5	5	·	·
C[C@@H]1CN([C@@H](C)CO)S(=O)(=O)c2ccc(C3=CCCC3)cc2O[C@H]1CN(C)Cc1ccccc1F	2	5	-65	·	40[16.7 µM]	22	4.3	-7
CCC(=O)N[C@@H]1C=C[C@H](CC(=O)NCC2CC2)O[C@H]1CO	·	·	·	0	·	5	-1.5	0
CCCNC(=O)Nc1ccc2c(c1)OC[C@@H](C)N(C(=O)C1CC1)C[C@H](C)[C@H](OC)CN(C)C2=O	-13	2	8	-10	·	0	0.4	1
COC(=O)Cc1c(C)c2ccc(OCC(=O)NC3CCS(=O)(=O)C3)cc2oc1=O (stereo unspecified)	2	-1	-3	-7	-1	4	-2.1	10
C[C@H]1CN([C@@H](C)CO)C(=O)c2cc(NS(=O)(=O)c3ccccc3)ccc2O[C@H]1CN(C)S(=O)(=O)c1ccccc1	0	2	51	·	0[16.7 µM]	-9	-0.2	-17
COc1ccc(Cl)cc1S(=O)(=O)N(C)CC(=O)N1CCOCC1	0	-3	3	3	2	3	-3.2	19
COc1ccc(S(=O)(=O)Nc2cccc3c2O[C@H](CN(C)C(=O)Nc2ccc4c(c2)OCO4)[C@@H](C)CN([C@H](C)CO)C3=O)cc1	0&-11	3&0	2	17&-8	18[16.7 µM]	0	-0.2&-2.9	8&14
